PMI inhibition = human PMI inhibitors, high substrate, primary screen, biochemical, fluorescence intensity, high mannose 6-phosphate (AID 1220); recombinant PMI enzyme, coupled fluorescence intensity; higher % means a stronger effect; inhibition, % at 20 µM; hits with a dose series show IC50 in µM; 0.66% of 190,000 active
HEK293 NOD2/NF-kB = NOD2 signaling inhibitors, cell-based, luminescence, uHTS, HEK293 (AID 1566); HEK293 NOD2/NF-kB luciferase reporter, luminescence; higher % means a stronger effect; inhibition, % at 4 µM, or EC50 in µM where a hit was titrated; 0.63% of 290,000 active; further: many of its hits are not listed in these tables
NOD1 NF-kB reporter = inhibition of NOD1-driven NF-kB reporter – cell-based, luminescence, uHTS, primary screen (AID 1578); NOD1-driven NF-kB luciferase reporter cells, luminescence; higher % means a stronger effect; one-dose inhibition, % at 4 µM; EC50 in µM for titrated hits; 1% of 290,000 active; in the data active means inhibition mostly above about 36%, no sharp cut-off; inactive means mostly below about 34%;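 further: HEK-293T reporter cells stimulated with the NOD1 agonist gamma-tri-DAP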
KOR beta-arrestin-1 = KOR agonists, beta-arrestin recruitment, primary screen, cell-based, luminescence, uHTS (AID 1777). KOR beta-arrestin recruitment, luminescence; higher % means a stronger effect. one-dose activation, % at 10 µM; EC50 in µM for titrated hits. 0.02% of 280,000 active; in the data active means activation above about 50%, passing the limit was not always enough; further: a part of the inactive calls stands beside numbers as strong as those of hits
XIAP antagonists = XIAP antagonists, biochemical, IAP family, fluorescence polarization (AID 1018). XIAP BIR domain, fluorescence polarization peptide displacement; higher % means a stronger effect. displacement, % at 20 µM; hits with a dose series show IC50 in µM. 0.007% of 200,000 active; in the data active means displacement above about 50%; further: a part of the inactive calls stands beside numbers as strong as those of hits
KOR beta-arrestin-2 = KOR antagonists, beta-arrestin recruitment, cell-based, luminescence, uHTS (AID 1778); KOR beta-arrestin recruitment, luminescence, antagonist mode; higher % means a stronger effect; inhibition, % at 10 µM, or IC50 in µM where a hit was titrated; 0.091% of 290,000 active; further: strong numbers were not always called active
LYP phosphatase = inhibitors of LYP phosphatase, biochemical, fluorescence intensity, uHTS (AID 1779). recombinant LYP phosphatase, fluorescence intensity; higher % means a stronger effect. inhibition, % at 11.5 µM; hits with a dose series show IC50 in µM. 0.054% of 290,000 active;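 further: plate controls were vehicle with enzyme for no effect and no enzyme for full effect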
TNAP activation fold = human TNAP enzyme activators, primary screen, biochemical, luminescent, no phosphate acceptor, uHTS (AID 1001). purified TNAP, luminescent activation assay, no phosphate acceptor; higher activation fold means a stronger effect. activation fold at 20 µM, or EC50 in µM where a hit was titrated. 0.03% of 200,000 active; in the data active means activation fold from about 3, or a potency from the dose series; inactive means the rest, 99 in 100 with activation fold below about 1.6; further: many of its hits are not listed in these tables
human PMI inhibition = MPI enzyme activity inhibition – biochemical, fluorescence intensity, coupled assay, primary screen (AID 1209). purified PMI enzyme, coupled fluorescence intensity; higher % means a stronger effect. one-dose inhibition, % at 20 µM; IC50 in µM for titrated hits. 0.42% of 190,000 active;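 further: plate controls were DMSO vehicle for no effect and wells lacking substrate for full effect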
Active calls of the source: *; . = no result given; [ ] = dose if it differs, or a comment. Unless noted, no stated cut-off is given here; in the data, active means inhibition above about 50%; inactive means the rest. Some of the compounds tested; rates above refer to the full screens.

SMILES	PMI inhibition	HEK293 NOD2/NF-kB	NOD1 NF-kB reporter	KOR beta-arrestin-1	XIAP antagonists	KOR beta-arrestin-2	LYP phosphatase	TNAP activation fold	human PMI inhibition
CC1CCCN(C(=O)CN2C(=O)c3ccccc3C2=O)C1 (stereo not given)	6%	-9%	-24%	-0.5%	-5.0%	9%	-8%	1.1	11%
CC12CCCCC1N(O)C(=O)C(=O)N2O (stereo not given)	-6%	19%	-8%	5.4%	-2.3%	8%	2%	1.1	-2%
Cn1cccc1Cc1nnc(SCC(=O)NC2CCCCC2)n1-c1ccc(F)cc1	-4%	4%	9%	-0.5%	-2.2%	-22%	-9%	1.3	7%
CCC(=O)N1CCc2cc(S(=O)(=O)NCCCN3CCN(Cc4ccccc4)CC3)ccc21	6%	-1%	3%	2.2%	-9.9%	-20%	-4%	1	10%
O=[N+]([O-])c1ccc(S(=O)(=O)Nc2ccccn2)cc1	.	-3%	7%	7.3%	.	2%[20 µM]	-10%	.	.
CCn1c(O)c(N=Nc2ccc3ccccc3n2)c2ccccc21	.	-75%	-8%	2.5%	.	23%	4%	.	.
O=[N+]([O-])c1cccc(S(=O)(=O)NC2CC3CCC2C3)c1 (stereo not given)	.	9%	5%	0.3%	.	-41%[20 µM]	-7%	.	.
CCOC(=O)CSc1nnc(CSc2nc(N)c3c(C)c(C)sc3n2)n1-c1ccccc1	-1%	6%	-14%	-5.0%	-2.2%	34%	4%	1.1	6%
CCOc1ccccc1N/C(=N/c1nc(C)cc(C)n1)NC(=O)Nc1ccc(Cl)c(Cl)c1	11%	-23%	12%	-3.0%	-3.5%	8%	-4%	0.9	2%
N#CC1=C(SCc2ccccc2)NC(=O)CC1c1ccc(O)cc1 (stereo not given)	-2%	-29%	6%	5.7%	-7.2%	-34%	-2%	0.9	4%
CCCOCC1CC2(SC(=Nc3ccc(C)cc3)NC2=O)C(=O)O1 (stereo not given)	-1%	3%	14%	-1.1%	-2.9%	-23%	1%	0.8	6%
O=C(COc1c(Br)cc(Br)c2cccnc12)N1CCCCC1	35%	-6%	-52%	3.6%	-3.2%	-22%	-3%	1	17%

By substructure: the entries above containing four or more nitrogen atoms.
SMILES	PMI inhibition	HEK293 NOD2/NF-kB	NOD1 NF-kB reporter	KOR beta-arrestin-1	XIAP antagonists	KOR beta-arrestin-2	LYP phosphatase	TNAP activation fold	human PMI inhibition
Cn1cccc1Cc1nnc(SCC(=O)NC2CCCCC2)n1-c1ccc(F)cc1	-4%	4%	9%	-0.5%	-2.2%	-22%	-9%	1.3	7%
CCC(=O)N1CCc2cc(S(=O)(=O)NCCCN3CCN(Cc4ccccc4)CC3)ccc21	6%	-1%	3%	2.2%	-9.9%	-20%	-4%	1	10%
CCn1c(O)c(N=Nc2ccc3ccccc3n2)c2ccccc21	.	-75%	-8%	2.5%	.	23%	4%	.	.
CCOC(=O)CSc1nnc(CSc2nc(N)c3c(C)c(C)sc3n2)n1-c1ccccc1	-1%	6%	-14%	-5.0%	-2.2%	34%	4%	1.1	6%
CCOc1ccccc1N/C(=N/c1nc(C)cc(C)n1)NC(=O)Nc1ccc(Cl)c(Cl)c1	11%	-23%	12%	-3.0%	-3.5%	8%	-4%	0.9	2%

Additional compounds follow.
SMILES	PMI inhibition	HEK293 NOD2/NF-kB	NOD1 NF-kB reporter	KOR beta-arrestin-1	XIAP antagonists	KOR beta-arrestin-2	LYP phosphatase	TNAP activation fold	human PMI inhibition
O=C(Nc1ccc(S(=O)(=O)Nc2ncccn2)cc1)c1ccc(Br)o1	2%	12%	-26%	-1.2%	-11%	-14%	0%	1	-10%
Nc1nc(-c2ccc3ccccc3c2)cs1	4%	-205%	-50%	-15%	-1.7%	-12%	-3%	1.1	-2%
C=CCNC(=O)C1CCCN(S(C)(=O)=O)C1 (stereo not given)	-1%	4%	5%	0.3%	-3.1%	22%	-8%	1.1	-3%
CN(C)C(=O)C(=O)c1c(-c2ccccc2)cc2ccccn12	12%	-1%	4%	-2.1%	-0.2%	28%	-3%	1.1	14%
COc1ccc2cc(-c3[nH]ncc3CN3CCCCO3)ccc2c1	8%	-46%	-50%	-8.3%	-5.4%	-12%	-5%	1.1	12%
CCc1ccc(NS(=O)(=O)c2ccc3[nH]cc(C(=O)N(C)Cc4ccco4)c(=O)c3c2)cc1	-3%	3%	-13%	3.1%	-5.2%	-5%	6%	1.1	7%
CC(C)N1CCN(C(=O)c2ccc(OC3CCN(CCc4ccccc4)CC3)cc2)CC1	.	-13%	-12%	2.3%	.	17%	-3%	.	.
Cn1nnnc1SCC1=C(C(=O)O)N2C(=O)C(NC(=O)Cn3nc(C(F)F)cc3C3CC3)C2SC1 (stereo not given)	10%	18%	0%	4.4%	-11%	-5%	-5%	1.1	8%
COc1ccc(C2CC(c3cccs3)=NN2S(C)(=O)=O)cc1 (stereo not given)	.	-35%	-18%	5.5%	.	27%	-4%	.	.
CCS(=O)(=O)N1CCN(C2Cc3ccccc3C2)CC1	3%	5%	-12%	7.8%	-4.9%	10%	-4%	1.1	12%
Cc1nn(Cc2ccccc2)c(Cl)c1/C=C/C(=O)OCC(=O)N(C)C1CCS(=O)(=O)C1 (stereo not given)	3%	-3%	-3%	-9.5%	-2.1%	24%	-4%	1	-1%
O=C(COC(=O)/C=C/c1ccco1)Nc1ncc(Cl)cc1Cl	-8%	17%	-12%	-1.6%	1.8%	7%	-4%	1.1	-11%
CCCCCCCCc1nc(SCC(C)=O)n[nH]1	.	15%	-1%	-3.0%	.	36%	-11%	.	.
CC(=O)NCC(=O)NC(Cc1ccccc1)C(N)=O (stereo not given)	1%	7%	-28%	-0.6%	3.2%	-18%	-8%	1.1	-3%
COCC1CCCN(Cc2nc(C(c3ccccc3)c3ccccc3)no2)C1 (stereo not given)	0%	3%	-34%	0.8%	-5.0%	4%[20 µM]	1%	1	7%
COc1ccc(OC)c(S(=O)(=O)N2CCN(c3c(C)cccc3C)CC2)c1	-88%	15%	-6%	-2.9%	2.9%	12%	1%	1.1	-39%
CCc1ccc(/C=c2\s/c(=C\C(=O)C(C)(C)C)[nH]c2=O)cc1	-6%	-28%	-4%	8.0%	-5.4%	-26%	-2%	0.9	7%
O=C(OC(C(=O)Nc1ccc([N+](=O)[O-])cc1Br)c1ccccc1)c1ccccc1 (stereo not given)	17%	8%	-26%	-6.2%	-1.7%	10%	4%	1.1	12%
Cc1c(C)c2ccc(OCC(=O)Nc3ccccc3C(N)=O)cc2oc1=O	.	-2%	-40%	1.8%	.	2%[20 µM]	-11%	.	.
CCOC(=O)c1cnc2c(ccc3ccccc32)c1N	.	-46%	-96%	1.5%	.	-33%[20 µM]	-4%	.	.
COC(=O)c1cccc(COC(=O)c2cccnc2SC)c1	-2%	-16%	-38%	1.2%	-2.1%	7%	-5%	1	0%
COc1ccccc1NC(=O)Nc1cc(C(C)C)ccc1C	.	19%	-6%	3.1%	.	13%	-1%	.	.
CCOCC(=O)Nc1cccc(Br)c1	-4%	-6%	10%	2.2%	-3.2%	-4%	0%	1	-3%
CCc1cccc(CN2CCC(CNC(=O)Nc3ccc(Cl)cc3)CC2)c1	1%	-15%	-13%	1.7%	-1.6%	24%	1%	1.3	5%
O=C(Cc1ccccc1)NCCN1CCCC1	.	14%	-1%	-1.2%	.	27%	-4%	.	.
CNS(=O)(=O)c1cccc(C(=O)NCC(c2cccs2)N(C)C)c1 (stereo not given)	3%	16%	-36%	1.3%	-0.9%	15%	-8%	1.1	4%
CC1=NN(C(C#N)c2ccccc2C)C(C)(C)C1 (stereo not given)	2%	12%	-10%	-1.3%	-3.8%	-39%	-11%	1.1	-1%
CCCCn1nnnc1NCc1ccc(OC)c(OC)c1OC	-9%	8%	-6%	-2.6%	-2.6%	17%	4%	1.1	-7%
COc1ccc(C(=O)N2CCN=C2SCc2cccnc2)cc1OC	0%	14%	-2%	0.3%	-2.8%	14%	-7%	1.2	6%
Cc1ccc(NS(=O)(=O)c2c(C)[nH]c(C)c2C(=O)N2CCCC2)cc1	.	7%	2%	-3.4%	.	12%	-10%	.	.
CC(=O)c1ccc(NC(=O)C2CCCN(S(=O)(=O)c3ccc(-n4cnnn4)cc3)C2)cc1 (stereo not given)	.	12%	-25%	-4.9%	.	0%	-8%	.	.
Cc1cc(C)c(NC(=O)C2CCCCN2C)c(C)c1 (stereo not given)	-11%	4%	-11%	-11%	-3.6%	2%	-7%	1.1	-8%
CC1CCc2c(sc3nc(SCC(=O)O)n(-c4ccccc4)c(=O)c23)C1 (stereo not given)	.	11%	-4%	.	.	-36%	-2%	.	.
COc1ccc(-c2nnc(-c3ccc(N)cc3)o2)cc1	0%	-82%	-30%	-1.4%	-27%	11%	-3%	1.2	2%
Cc1cc(NC(=O)c2cc(-c3ccccc3Cl)nc3ccccc23)no1	.	3%	-12%	0.2%	.	-41%	-2%	.	.
CCn1nc(C)cc1-c1nnc(SCC(=O)Nc2ccccc2)n1CCCOC	.	-23%	-4%	0.3%	.	10%	-6%	.	.
O=C(O)c1ccc2c(c1)ncn2C1CCCC1	-12%	-15%	-39%	-3.2%	-5.1%	3%	-1%	1	-8%
CCC(C)NC(=O)CSc1nc2ccccc2c(=O)n1-c1c(C)n(C)n(-c2ccccc2)c1=O (stereo not given)	2%	12%	-31%	-3.7%	-7.3%	-28%[20 µM]	-4%	1.1	3%
CN(CCC1CCOCC1)C(=O)c1cc(COc2c(F)cccc2F)on1	.	15%	-7%	-1.6%	.	8%	-6%	.	.
CCOC(=O)Cn1c(=NC(=O)CSC(C)=O)sc2cc(F)ccc21	11%	10%	-9%	-1.2%	0.0%	5%	-9%	0.9	1%
Cc1ccc2nc(-c3ccc(NC(=O)CSc4ccccc4)cc3)[nH]c2c1	11%	-68%	-26%	0.3%	-1.4%	10%	-8%	1.1	10%
O=C(COc1ccc([N+](=O)[O-])cc1)Nc1ccc(C(=O)Nc2ccccc2C(=O)O)cc1	-1%	19%	-25%	4.2%	-6.4%	-21%[20 µM]	-3%	1	-5%
CC1Cc2ccccc2N1C(=O)Cn1nnc(-c2ccccc2NC(=O)C2CCC2)n1 (stereo not given)	8%	19%	-18%	-0.1%	-4.8%	-12%	2%	1.1	10%
COc1ccccc1Cn1c(=S)[nH]c2cc(C(=O)NCCCN3CCOCC3)ccc2c1=O	.	36%	36%	-2.4%	.	-13%	-12%	.	.
COc1ccc(NC(=O)CSc2nccn2Cc2ccc(F)cc2)c(OC)c1	.	-2%	-6%	-0.9%	.	4%	-5%	.	.
O=C1c2ccc([N+](=O)[O-])cc2C(=O)N1c1c[nH]c(=O)[nH]c1=O	7%	22%	-17%	-4.7%	-0.6%	-33%	-5%	1.2	-8%
CC(=O)c1ccc(N2C(=O)NC3(CCCCC3)C2=O)cc1	8%	-1%	-2%	4.1%	-2.2%	2%	-8%	1	10%
Nc1ccc2c(c1)N=[N+]([O-])c1cc(N)ccc1C2	.	4%	-17%	2.9%	.	-8%	-2%	.	.
COc1ccc(C(C)=O)cc1CSc1ncccn1	0%	15%	-33%	-1.1%	-6.1%	1%	-4%	1.2	-7%
CCCn1c(CCC(=O)O)nc2cc(S(=O)(=O)N(CC)CC)ccc21	.	0%	2%	-1.3%	.	8%	-6%	.	.
CCOC(=O)CNC(=O)CSc1ncnc2c1cnn2-c1ccc(Cl)cc1	3%	4%	-1%	-0.7%	-3.8%	19%	-9%	1.1	2%
Cc1nnc(NC(=O)c2ccc(C)c(S(=O)(=O)N3CCCCCC3)c2)s1	6%	19%	-18%	-0.1%	-2.5%	23%	0%	1.1	4%

High-throughput results (PubChem BioAssay)
